Assay outcomes (PubChem)
GDH-TPI inh = GDH-TPI coupled enzyme inhibition counter-screen | GDH-TPI coupled enzyme counterscreen, NADH absorbance | inhibition, % at 4.8 µM | actives 1.2% (n = 360,000) | AID 588335;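 further: 0% = DMSO wells and 100% = wells lacking the enzyme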
BoNT A protease = blocks Botulinum neurotoxin A light chain protease; multiplex microsphere protease substrate cleavage, flow cytometry; inhibition, % at 10 µM; actives 0.17% (n = 360,000); AID 588499; in the data active means inhibition above about 30%; inconclusive means no clear call, values can overlap the other calls; further: plate controls were buffer without enzyme for full effect and enzyme alone for no effect
FadD28 binding = blocks FadD28 binding to the bisubstrate probe. fluorescence polarization. inhibition, % at 12.5 µM. actives 0.22% (n = 360,000); in the data active means inhibition above about 8.5%, passing the limit was not always enough; inconclusive means no clear call, values can overlap the other calls
PrPC surface inh = reduces human prion protein on the cell surface | cell surface PrPC, TR-FRET read-out | inhibition, % at 13.8 µM | actives 0.43% (n = 370,000); in the data active means inhibition above about 24%; further: 0% = median of the test wells and 100% = reference compound wells
BoNT-F LC inh = blocks Botulinum neurotoxin F light chain protease. AID 588497. inhibition, % at 10 µM. actives 0.22% (n = 360,000). Multiplex microsphere protease cleavage assay, flow cytometry; in the data active means inhibition above about 35%, passing the limit was not always enough; inconclusive means no clear call, values can overlap the other calls; further: plate controls were buffer without enzyme for full effect and enzyme alone for no effect
Mtb UGM inh = blocks M. tuberculosis UGM enzyme. purified UGM, fluorescence polarization probe displacement. inhibition, % at 10 µM. actives 0.06% (n = 320,000); in the data active means inhibition above about 10%, passing the limit was not always enough; inconclusive means no clear call, values can overlap the other calls
Target sequence (P9WIQ1 whole entry, looked up): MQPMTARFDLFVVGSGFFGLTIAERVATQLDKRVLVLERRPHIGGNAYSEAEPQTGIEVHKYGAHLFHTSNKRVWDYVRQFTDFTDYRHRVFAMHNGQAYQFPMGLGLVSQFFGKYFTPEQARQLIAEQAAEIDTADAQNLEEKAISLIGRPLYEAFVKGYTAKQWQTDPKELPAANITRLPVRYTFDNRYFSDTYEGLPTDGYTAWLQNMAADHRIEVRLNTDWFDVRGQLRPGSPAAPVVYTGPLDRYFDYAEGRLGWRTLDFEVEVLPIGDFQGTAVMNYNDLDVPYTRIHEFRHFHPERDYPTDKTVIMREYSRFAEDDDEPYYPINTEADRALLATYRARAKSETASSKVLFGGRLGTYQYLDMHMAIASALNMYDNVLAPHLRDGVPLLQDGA
Mtb FBA inh = inhibits M. tuberculosis FBA enzyme; purified M. tuberculosis FBA, fluorescence read-out; inhibition, % at 1 µM; actives 2.3% (n = 360,000); AID 588726; in the data active means inhibition above about 27%;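 further: 0% = vehicle and 100% = reference inhibitor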
Target sequence (P9WQA3 whole entry, looked up): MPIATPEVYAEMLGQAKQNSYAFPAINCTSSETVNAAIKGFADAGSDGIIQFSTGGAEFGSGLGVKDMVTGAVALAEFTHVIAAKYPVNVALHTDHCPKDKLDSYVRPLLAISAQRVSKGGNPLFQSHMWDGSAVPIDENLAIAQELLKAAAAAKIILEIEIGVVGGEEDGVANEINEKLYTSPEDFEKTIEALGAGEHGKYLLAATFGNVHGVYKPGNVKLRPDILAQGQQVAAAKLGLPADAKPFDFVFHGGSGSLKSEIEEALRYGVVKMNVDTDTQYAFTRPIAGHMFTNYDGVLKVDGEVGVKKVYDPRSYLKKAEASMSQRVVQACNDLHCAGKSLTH
CCHF vOTU inh = CCHFV vOTU protease inhibition | actives 0.55% (n = 370,000) | Pep-AMC fluorescence | inhibition, % at 11.5 µM | AID 651958; further: 0% = vehicle wells with enzyme and 100% = no enzyme wells
BioA inh = inhibitors of Mycobacterium tuberculosis BioA enzyme; purified M. tuberculosis BioA enzyme, plate reader; inhibition, % at 9.99 µM; actives 0.096% (n = 360,000); in the data active means inhibition above about 40%; inconclusive means no clear call, values can overlap the other calls
Starred values were filed as active, the others as inactive; ? = inconclusive; nt = not tested or not shown. Unless noted, no stated cut-off is given here; in the data, active means inhibition above about 30%; inactive means the rest. Rows are unselected; about 4.8% have a hit in one of these screens.

Every second line gives: BoNT A protease, GDH-TPI inh, FadD28 binding, Mtb UGM inh, Mtb FBA inh, BoNT-F LC inh, BioA inh, CCHF vOTU inh, PrPC surface inh
CCCCn1c(N)c(N(CCOC)C(=O)Cn2c(=O)oc3ccccc32)c(=O)[nH]c1=O
 : nt, 5, -0.4, 1.5, 1, nt, -1.3, 4, -4
Cc1c(Cl)cccc1NC(=O)CNC(=O)c1ccc(F)cc1
 : -0.8, 0, -4.7, -1.0, 0, 1, -1.2, -4, -6
O=C(Nc1nnc([C@@H]2C[C@H](O)[C@@H](CO)O2)s1)c1ccccc1Cl
 : -0.7, 4, -0.5, nt, -2, -2, -0.9, 11, 0
Cc1cccc(/C=N/NC(=O)C[n+]2ccccc2)c1
 : -8.6, 1, -2.0, nt, 2, -8, nt, -4, -3
O=C(O)c1ccc2c(c1)C(=O)N(NC(=O)c1ccccc1)C2=O
 : 3.5, 19, -0.9, -1.4, 1, 8, -1.7, 2, 5
Nc1cc(Cl)ccc1N1C(=O)CCC1=O
 : 2.0, -1, -0.2, -2.8, -1, -10, -2.7, -13, 5
COC(=O)CCC(=O)Nc1sc2c(c1C#N)CCCC2
 : 0.9, -9, -4.0, -0.7, 0, ?, 0.9, 7, 1
COc1cc(S(=O)(=O)N2CCOCC2)ccc1NC(=O)COC(=O)CC12CC3CC(CC(C3)C1)C2
 : -1.8, -10, 1.3, -1.9, 0, -6, -2.6, 3, -4
O=S(=O)(Nc1ccc(F)cc1)N1CCCCCC1
 : -0.3, 10, -0.2, 0.2, 1, 4, 0.4, 3, -7
CCCCOC(=O)c1ccc(NC(=O)c2ocnc2C)cc1
 : ?, -3, -1.2, 1.1, 1, -4, 2.1, nt, nt
O=C(Nc1ccc2oc(-c3ccncc3)nc2c1)c1cccs1
 : -0.3, 22, -1.6, -0.6, 16, 9, -4.2, 2, 4
CCN(CC)C(=O)c1sc2nc(-c3cccs3)cc(-c3cccs3)c2c1N
 : 11, 17, -0.8, -1.2, 11, -6, nt, -11, 4
COc1ccccc1N1CCN(C(=O)c2oc3ccccc3c2C)CC1
 : 0.8, 3, -4.5, nt, 1, -1, nt, -2, 8
CCOC(=O)N1CCN(C(=O)c2ccc3c(c2)NC(=O)/C(=C\c2ccc(OC)c(OC)c2)S3)CC1
 : 0.5, 24, -1.8, -1.8, 2, 2, -0.7, 15, -5
Cc1c(CC(=O)O)c(=O)oc2c(C)c3occ(-c4ccccc4)c3cc12
 : -1.4, 3, nt, 0.2, 1, 4, -5.2, 9, 28*
CCc1ccc(OCC2c3cc(OC)c(OC)cc3CCN2C(C)=O)cc1 (configuration not stated)
 : 0.2, 2, -3.9, 0.0, -1, 1, 3.0, nt, nt
CC(C)CN(C1CCS(=O)(=O)C1)S(=O)(=O)c1ccc2ccccc2c1 (configuration not stated)
 : -5.3, 3, -2.4, -0.2, -2, -7, -0.6, -2, 8
C=CCn1c(O)c(C(C)=NC(C)c2ccccc2)c(=O)[nH]c1=O (configuration not stated)
 : 3.4, 7, -1.1, -2.7, 1, ?, 7.3, -5, 1
CCOc1ccc(OCCC(=O)Nc2cccc(S(=O)(=O)N3CCCC3)c2)cc1
 : nt, 0, 3.0, nt, -2, nt, -0.5, 5, 14
COC(=O)[C@]1(CC(C)C)N[C@H](c2ccc(-c3ccc(OC)cc3)cc2)[C@@H]2C(=O)N(C)C(=O)[C@@H]21
 : 0.2, 15, -0.7, 0.9, 132*, 6, -1.0, -5, -2
COc1ccccc1CNC(=O)CCCn1c(=O)c2ccccc2n(CC(=O)NC2CCCC2)c1=O
 : -0.9, -4, -3.6, 0.4, -2, -4, -0.3, 11, 0
O=C(COc1ccc2c3c(c(=O)oc2c1)CCC3)N1C[C@H]2C[C@@H](C1)c1cccc(=O)n1C2
 : -0.1, 15, 0.2, -0.6, 13, -5, 2.4, 3, -5
Clc1ccc(SCCN2CCNCC2)cc1
 : 0.9, 2, 1.0, 0.9, 3, 10, nt, -2, -2
Clc1ccc(CN2CCC(Cc3ccccc3)CC2)cc1
 : 1.2, 8, -3.0, -1.6, 0, 21, nt, 9, 9
CC1CCN(c2ccc(NC(=O)c3ccccc3[N+](=O)[O-])cc2)CC1
 : -0.8, 3, -0.9, 0.0, 0, -26, -1.3, 19, -20
COc1ccccc1C(=O)NNC(=O)C12CC3CC(CC(C3)C1)C2
 : 0.5, 0, -2.4, -0.3, -1, 8, -2.2, -4, -3
COc1ccc(NC(=O)COC(=O)c2cc3c(s2)CCC3)cc1
 : -0.5, 6, -1.7, 0.0, -2, -4, 1.5, nt, nt
COC(=O)c1cccc(NC(=O)CN(c2ccc3c(c2)OCO3)S(C)(=O)=O)c1C
 : -0.1, -9, 1.1, 2.6, 13, -4, nt, 1, 7
COC(=O)c1ccc(C)c(NC(=O)CCNC(=O)c2ccc([N+](=O)[O-])cc2)c1
 : -1.0, 3, -0.9, nt, 0, -2, 1.4, 18, -16
CCOC(=O)c1c(C)n(Cc2ccccc2)c2ccc(OCC(O)Cn3nc(C)cc3C)cc12 (configuration not stated)
 : -0.3, 2, -1.0, -0.5, 0, -18, 1.6, 21, 5

Three entries from above, sorted by length of the SMILES, high to low:
Every second line gives: BoNT A protease, GDH-TPI inh, FadD28 binding, Mtb UGM inh, Mtb FBA inh, BoNT-F LC inh, BioA inh, CCHF vOTU inh, PrPC surface inh
CCOC(=O)c1c(C)n(Cc2ccccc2)c2ccc(OCC(O)Cn3nc(C)cc3C)cc12 (configuration not stated)
 : -0.3, 2, -1.0, -0.5, 0, -18, 1.6, 21, 5
CC(C)CN(C1CCS(=O)(=O)C1)S(=O)(=O)c1ccc2ccccc2c1 (configuration not stated)
 : -5.3, 3, -2.4, -0.2, -2, -7, -0.6, -2, 8
COc1ccccc1C(=O)NNC(=O)C12CC3CC(CC(C3)C1)C2
 : 0.5, 0, -2.4, -0.3, -1, 8, -2.2, -4, -3

The results go on:
Every second line gives: BoNT A protease, GDH-TPI inh, FadD28 binding, Mtb UGM inh, Mtb FBA inh, BoNT-F LC inh, BioA inh, CCHF vOTU inh, PrPC surface inh
Cc1cccc(C)c1OCc1cc(C(=O)NCC2COCCO2)no1 (configuration not stated)
 : -1.2, 7, -1.2, 0.2, 3, -14, -1.3, -9, 2
C[N+](C)(C)CCOP(=O)(O)OP(=O)([O-])OC[C@H]1O[C@@H](n2ccc(N)nc2=O)[C@H](O)[C@@H]1O
 : 0.1, -10, -4.1, -5.8, 3, 3, 1.0, nt, nt
CC12CN3CC(=O)N4CC5(C)CN(CC(C)(C4)C5=O)C(=O)CN(C1)CC(C)(C3)C2=O
 : -0.4, 3, -1.2, 2.0, 1, -1, 0.2, -6, -2
COc1ccc2nc(SC(C(=O)c3ccccc3)c3ccccc3)nc(C)c2c1 (configuration not stated)
 : 1.9, 11, -2.4, 1.3, 1, 1, -0.5, -4, -3
COc1ccc(CCC(=O)OCC(=O)c2ccc[nH]2)cc1OC
 : -0.8, 19, 0.4, 0.5, 4, 2, -2.3, -6, -2
Cn1c(NC(=O)c2ccccc2)nc2ccccc21
 : -1.3, 41*, -0.3, -1.2, -2, -4, -0.4, 12, -6
O=P(CO)(Cc1ccccc1)Cc1ccccc1
 : -0.4, 0, -2.5, -2.7, 2, -4, -1.4, 3, -2
COc1cccc([C@@H]2CC=C(C(=O)O)[C@H](c3cccc(Cl)c3)N2S(=O)(=O)c2ccc(C)cc2)c1
 : 0.3, 7, -2.0, 1.1, 0, -5, 2.6, 16, -3
Cc1ccc(OCCNC(=O)CCNC(=O)c2ccc(Cl)cc2)cc1
 : 1.7, 2, -0.5, 1.3, -1, -9, -1.8, 1, -3
CCOc1ccc2nc(NC(=S)N(C)C)sc2c1
 : -1.5, 25, -0.2, -0.3, -2, -4, 0.9, 7, 0
Cc1csc(N/N=C/c2c(F)cccc2Cl)n1
 : -1.8, 13, -2.5, -0.9, 4, -4, -2.0, 0, -2
COC(=O)c1ccc(NC(=S)NN2CCCCC2c2cccnc2)cc1 (configuration not stated)
 : -1.7, 19, -2.0, 3.3, 2, ?, 1.3, -13, 6
Nc1nc(CSCCO)nc(Nc2ccc(F)cc2)n1
 : 0.0, 7, -3.3, 0.5, -3, 13, 1.6, -5, 2
O=c1c2oc3ccccc3c2[nH]c(=S)n1-c1ccc(F)cc1
 : -0.4, 33*, -1.2, 0.0, 3, -5, -0.5, 12, 19
COc1ccc(CC(=O)Nc2nc(C)cs2)cc1S(=O)(=O)N1CCOCC1
 : -0.2, 2, -2.0, -0.2, 2, 2, 0.3, -5, 3
COc1ccc(CN2CC(C(=O)NCCCOC(C)C)CC2=O)cc1 (configuration not stated)
 : 0.9, -11, -2.7, -4.9, 3, 0, nt, -5, 5
CC(C)NC(=O)C(=O)N/N=C/c1ccco1
 : -0.8, 12, 1.0, 0.3, 5, -8, -2.8, 10, -6
NS(=O)(=O)c1ccc(NC(=O)Cc2cccs2)cc1
 : -7.1, -1, -4.1, -2.2, 0, ?, 1.1, -5, 4
O=C1N/C(=N/c2ccccn2)SC1Cc1ccccc1 (configuration not stated)
 : -0.2, 2, 1.2, -5.4, 5, -7, -0.9, 3, 5
CC(=O)N1CCOc2ccc(S(=O)(=O)N3CCC(C(=O)Nc4ccc(F)cc4)CC3)cc21
 : -0.7, 3, -3.0, 3.4, -1, -3, 8.0, -3, 0
Cc1cc(O)ccc1NC(=S)NC(=O)c1cncc(Br)c1
 : -4.3, 5, -4.8, -1.9, -2, 4, 0.0, 5, 11
Cc1cc(C)c2c(c1)C1(OCCO1)C(=O)N2
 : -2.0, -4, -1.6, -3.6, 0, -10, -2.2, -8, 0
C#CCOCCOCCOCCNc1nc(N2CCN(C(=O)Cn3cc(CCO)nn3)CC2)nc(N2CCN(C(=O)Cn3cc(CCCCN)nn3)CC2)n1
 : -0.1, 3, -2.5, nt, 0, -1, -0.5, -3, 1
CCOc1cc(NC(=S)NCC2CCCO2)c(OCC)cc1NC(=O)CC (configuration not stated)
 : -0.2, -2, 0.3, 2.4, 3, -2, nt, 3, -5
COCCN(C(=O)c1csnn1)C(C(=O)NC1CCCCC1)c1ccccc1F (configuration not stated)
 : 1.3, 2, -4.7, 2.8, -1, 12, -1.9, 3, -1
Cc1ccc(C(=O)c2c(NC(=O)c3ccccc3)sc(C)c2C)cc1
 : ?, 8, -2.9, -0.2, -5, -7, 1.2, -3, -3
O=C(NCCc1c[nH]c2ccccc12)C(=O)NCC1OCCN1S(=O)(=O)c1ccccc1 (configuration not stated)
 : -0.9, 4, -0.8, -5.8, 0, -4, nt, 3, -2
CC1(C(=O)NS(=O)(=O)Cc2cccc(Cl)c2)CCN1C(=O)CCc1ccccc1 (configuration not stated)
 : -0.2, 2, -3.3, nt, 4, 7, -1.2, -1, 5
COc1ccc(/C=N/NS(=O)(=O)c2ccc(NC(C)=O)cc2)cc1
 : -1.5, 17, -3.0, 1.1, 1, -1, nt, -7, -10
COc1ccc(C2CC(c3ccccc3Cl)=NN2c2ccc(S(N)(=O)=O)cc2)cc1 (configuration not stated)
 : 0.0, 3, -5.0, nt, 174*, 4, 3.3, -130, -4
CCOC(=O)C(Sc1ncn[nH]1)c1ccccc1 (configuration not stated)
 : ?, 4, -1.5, 0.3, 1, 8, -0.8, -2, -3
Cc1nc(NC(=O)COc2ccccc2)sc1C(=O)Nc1cccc(Cl)c1
 : ?, 15, -1.5, -2.7, 2, -8, -3.7, 3, 2
CCOc1ccc(/C(CC)=N/NC(=O)C2(C)CC2(Br)Br)cc1 (configuration not stated)
 : -1.9, 3, 0.2, 0.9, 2, -2, nt, -17, 2
O=C(c1cc(-c2ccc(Br)cc2)on1)N1CCOCC1
 : -2.9, 5, -2.3, -0.2, 3, -9, -2.5, -2, 7
COc1ccc(CCNC(=O)CCS(=O)(=O)c2ccc(C)cc2)cc1OC
 : -0.6, 13, 0.2, -2.0, 4, 5, -1.0, 13, -5
CC1CCC(NC(=O)COC(=O)CNC(=O)c2ccc3ccccc3c2)CC1 (configuration not stated)
 : -0.5, 5, -2.9, -0.3, -3, -11, -0.6, 4, -5
COc1ccccc1NC(=O)C(=O)N/N=C/c1ccc([N+](=O)[O-])s1
 : 0.4, 3, -1.7, nt, -3, 0, 1.3, 7, 6
COc1ccc(C2CC(c3cccs3)=NN2S(=O)(=O)c2ccc(C)cc2)cc1 (configuration not stated)
 : 0.7, 9, -2.1, 4.5, 0, -8, 2.9, 5, 6
CCCc1nc2ccc(Br)cn2c1Cc1cccc(Cl)c1
 : 1.1, nt, -6.4, nt, -1, 1, 10.0, 1, 0
